Compound activity deposited in PubChem by several laboratories.
MCL1-BIM inh = disrupts human MCL1 binding to BIM-BH3 peptide | Q07820 | GST-MCL1 / FITC-Bim-BH3 fluorescence polarization | inhibition, % at 10.9 µM | actives 0.68% (n = 320,000) | AID 2057;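 active means inhibition above the mean inhibition of all tested compounds plus 3 SD, set per campaign, cut at about 40% in these data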;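 further: 0% = DMSO wells and 100% = unlabeled Bim-BH3 peptide control; higher means more loss of mP so more displacement of Bim peptide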
Bcl-xL primary = Bcl-xL (human) inhibition. Q07817. GST-Bcl-xL / FITC-Bim BH3 peptide fluorescence polarization. inhibition, % at 10.9 µM. actives 0.7% (n = 320,000);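 active means inhibition above the mean of all tested compounds plus 3 SD, cutoff set per campaign, cut at about 30% in these data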;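 further: 0% = DMSO wells and 100% = unlabeled Bim-BH3 peptide competitor; inhibitors lower millipolarization by displacing the labeled peptide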
Target sequence (Q07817 whole entry, looked up): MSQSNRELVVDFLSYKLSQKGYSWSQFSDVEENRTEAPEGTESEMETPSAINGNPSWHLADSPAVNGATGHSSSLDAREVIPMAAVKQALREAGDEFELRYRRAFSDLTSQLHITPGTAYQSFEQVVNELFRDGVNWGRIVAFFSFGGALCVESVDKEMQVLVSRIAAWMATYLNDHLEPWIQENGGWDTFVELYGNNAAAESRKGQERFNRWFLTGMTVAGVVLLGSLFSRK
GLD-1 RNA inh = GLD-1-TGE RNA interaction inhibition (C. elegans). AID 2280. purified GLD-1 + fluorescein TGE RNA, fluorescence polarization. inhibition, % at 5.96 µM. Q17339. actives 0.44% (n = 320,000);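 active means percent inhibition above a per-plate cutoff, the plate mean of test compounds plus 3 SD, cut at about 30% in these data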;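 further: 0% = DMSO wells with GLD-1 and probe and 100% = wells lacking GLD-1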
PME-1 inh = blocks human protein phosphatase methylesterase 1; Q9Y570; AID 2130; recombinant PME-1, FP-Rh probe fluorescence polarization; actives 0.53% (n = 320,000); inhibition, % at 5.9 µM;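 active means inhibition above the campaign mean of all compounds plus 3 SD, cut at about 26% in these data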;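 further: competitive labeling of PME-1 active site by serine hydrolase directed probe; 0% = PME-1 with DMSO and 100% = wells lacking PME-1 enzyme; inhibitors block probe labeling so polarization falls and inhibition rises; many of its hits are not listed in these tables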
GRK2 aptamer HTS = human GRK2 inhibition via aptamer displacement. P25098. bead flow cytometry, FAM-aptamer displacement from GRK2. inhibition of aptamer binding, % at 10 µM. actives 0.59% (n = 330,000). AID 488847;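 active means inhibition of aptamer binding above 40%, roughly 3 SD of noise, on plates passing a quality check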;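 further: median bead fluorescence of bound FAM aptamer so fluorescent compounds give negative values; no value below 0 was filed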
Target sequence (P25098 whole entry, looked up): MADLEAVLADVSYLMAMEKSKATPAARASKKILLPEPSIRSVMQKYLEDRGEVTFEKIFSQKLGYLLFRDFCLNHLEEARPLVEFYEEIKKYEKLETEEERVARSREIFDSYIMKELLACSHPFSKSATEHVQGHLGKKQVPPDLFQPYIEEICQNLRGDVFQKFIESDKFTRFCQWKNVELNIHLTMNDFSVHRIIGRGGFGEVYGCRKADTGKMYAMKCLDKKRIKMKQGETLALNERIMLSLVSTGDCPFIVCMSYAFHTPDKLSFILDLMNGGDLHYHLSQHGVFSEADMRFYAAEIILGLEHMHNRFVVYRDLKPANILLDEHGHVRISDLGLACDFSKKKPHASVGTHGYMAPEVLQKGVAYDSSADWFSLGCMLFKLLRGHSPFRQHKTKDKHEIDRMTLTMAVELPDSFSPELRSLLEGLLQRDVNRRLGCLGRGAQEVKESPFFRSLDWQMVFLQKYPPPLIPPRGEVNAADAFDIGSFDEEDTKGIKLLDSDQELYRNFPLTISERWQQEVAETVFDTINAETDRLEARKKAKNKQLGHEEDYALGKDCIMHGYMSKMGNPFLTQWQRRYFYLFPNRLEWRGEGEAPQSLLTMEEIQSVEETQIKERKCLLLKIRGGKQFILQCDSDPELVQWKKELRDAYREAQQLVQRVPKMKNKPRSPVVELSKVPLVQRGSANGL
Efflux pump inh = antifungal efflux pump inhibition, Nile Red retention. S. cerevisiae Candida pump triplex. inhibition, % at 10 µM. actives 0.44% (n = 330,000). AID 485275;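 active means plate passing quality check with inhibition over a set limit, or well fluorescence over plate mean plus 4 SD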;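 further: Nile Red retained in pooled yeast measured as flow cytometry median fluorescence; 0% = buffer negative control and 100% = Enniatin B positive control; higher means more Nile Red kept so more efflux inhibition; some compounds called inactive have numbers as strong as hits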
VLA-4 inh = inhibition in a human VLA-4 binding assay | P13612 | VLA-4 expressing cells, ligand binding flow cytometry | inhibition, % (about 7 µM as worked out from the volumes in the protocol) | actives 0.2% (n = 330,000) | AID 2557; in the data active means inhibition above about 50%
MEX-5 binding = C. elegans MEX-5 TCR-2 RNA binding activity. Q9XUB2. MEX-5/FITC-TCR2 RNA binding, fluorescence polarization; active compounds read low. activity score (negative = inhibition of binding), % at 10 µM. actives 0.38% (n = 300,000). AID 1832;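 active means inhibition past about -25% in most replicates, and total fluorescence under double the plate's negative control median, limit read from the data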;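 further: 0% = DMSO and -100% = 5 µM competing unlabeled TCR2 RNA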
Fam108B inh = counter-screen for RBBP9 inhibitors: inhibitors of mouse Fam108B | recombinant Fam108B, FP-Rh probe fluorescence polarization | inhibition, % at 9.51 µM | actives 0.33% (n = 300,000);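 active means inhibition above the screen mean inhibition plus 3 SD, computed separately per campaign, cut at about 18% in these data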;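 further: inhibitors lower polarization as less probe binds the enzyme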
* marks the source's active call; other numbers are inactive results. Not all compounds are listed (hit frequency here may not be typical).

`CN(CCOc1ccc(C=C2C(=O)NC(=O)NC2=O)cc1)c1ccccn1` gave MCL1-BIM inh -11, Bcl-xL primary -4, GLD-1 RNA inh 9, PME-1 inh -2, GRK2 aptamer HTS 3, Efflux pump inh 0.0, VLA-4 inh 2, MEX-5 binding -4.0 and Fam108B inh 3.
CCN1CCN(Cc2cc(OC)c(OC)cc2[N+](=O)[O-])CC1 was read as MCL1-BIM inh 1, Bcl-xL primary -2, GLD-1 RNA inh -3, PME-1 inh -5, GRK2 aptamer HTS 2, Efflux pump inh 0.2, VLA-4 inh 13, MEX-5 binding 1.4 and Fam108B inh -1.
Screening CCOC(=O)c1cc2c(cn1)[nH]c1ccccc12 returned MCL1-BIM inh -5, Bcl-xL primary 7, GLD-1 RNA inh 4, PME-1 inh -4, GRK2 aptamer HTS 2, Efflux pump inh -0.1, VLA-4 inh 10, MEX-5 binding 1.2 and Fam108B inh -6.
Screening Cc1cccc(-c2nc3ccccc3c(=O)n2-n2cccc2)c1 returned MCL1-BIM inh 2, Bcl-xL primary 3, GLD-1 RNA inh 7, PME-1 inh 3, GRK2 aptamer HTS 0, Efflux pump inh 0.1, VLA-4 inh 13, MEX-5 binding -0.8 and Fam108B inh -2.
C=CCn1c(O)c(/C(C)=N/N2CCCCCC2)c(=O)[nH]c1=O was read as MCL1-BIM inh 0, Bcl-xL primary -1, GLD-1 RNA inh -1, PME-1 inh 0, GRK2 aptamer HTS 3, Efflux pump inh 0.2, VLA-4 inh 2, MEX-5 binding 2.8 and Fam108B inh 0.
`O=C(CF)NC(NC(=S)Nc1ccccc1O)C(Cl)(Cl)Cl` (centres undefined) gave MCL1-BIM inh 0, Bcl-xL primary 6, GLD-1 RNA inh 3, PME-1 inh 6, GRK2 aptamer HTS 1, Efflux pump inh 0.2, VLA-4 inh 0, MEX-5 binding -2.8 and Fam108B inh 1.
`CCOC(=O)C1=Nc2ccccc2/C1=C\c1c(O)n(C)c(=O)n(C)c1=O` gave MCL1-BIM inh -8, Bcl-xL primary -2, GLD-1 RNA inh -1, PME-1 inh 1, GRK2 aptamer HTS 1, Efflux pump inh -0.1, VLA-4 inh 9, MEX-5 binding 2.6 and Fam108B inh -1.
For COCCNC(=O)CN1C(=O)CN=C(c2ccccc2)c2ccccc21 the results were MCL1-BIM inh 6, Bcl-xL primary 0, GLD-1 RNA inh 0, PME-1 inh -3, GRK2 aptamer HTS 0, Efflux pump inh 0.0, VLA-4 inh -3, MEX-5 binding -0.6 and Fam108B inh 4.
CC/C(=N\N1CCCCC1)c1c(O)[nH]c(=O)[nH]c1=O was read as MCL1-BIM inh 5, Bcl-xL primary 2, GLD-1 RNA inh 0, PME-1 inh 1, GRK2 aptamer HTS 2, Efflux pump inh 0.4, VLA-4 inh 4, MEX-5 binding 1.3 and Fam108B inh 0.
COC(=O)C1=C(c2ccc(F)cc2OCc2ccccc2)C[C@@H]2CC[C@H]1N2C(=O)NCCOc1ccccc1 was read as MCL1-BIM inh 6, Bcl-xL primary -1, GLD-1 RNA inh 4, PME-1 inh -2, GRK2 aptamer HTS 0, Efflux pump inh 0.0 and VLA-4 inh -7.
Screening CC(=O)c1c(C)[nH]c(C(=O)N2CCC3(CC2)OCCO3)c1C returned MCL1-BIM inh 1, Bcl-xL primary 5, GLD-1 RNA inh 5, PME-1 inh -2, GRK2 aptamer HTS 2, Efflux pump inh -0.1, VLA-4 inh 7, MEX-5 binding -0.4 and Fam108B inh -3.
`CCOc1ccc(-n2c(O)c(C=NCCCn3ccnc3)c(=O)[nH]c2=O)cc1` gave MCL1-BIM inh -2, Bcl-xL primary -1, GLD-1 RNA inh -1, PME-1 inh 0, GRK2 aptamer HTS 0, Efflux pump inh -0.1, VLA-4 inh 7, MEX-5 binding 1.8 and Fam108B inh -5.
CC(=Nc1ccccc1N)c1c(O)n(C)c(=O)n(C)c1=O was read as MCL1-BIM inh -6, Bcl-xL primary -1, GLD-1 RNA inh 3, PME-1 inh -6, GRK2 aptamer HTS 0, Efflux pump inh -0.1, VLA-4 inh 1, MEX-5 binding 1.3 and Fam108B inh -1.
For COc1ccc(-n2c(SCCN(C)C)nc3ccccc3c2=O)cc1 the results were MCL1-BIM inh 0, Bcl-xL primary -3, GLD-1 RNA inh 4, PME-1 inh 3, GRK2 aptamer HTS 0, Efflux pump inh 0.1, VLA-4 inh 2, MEX-5 binding -2.7 and Fam108B inh 2.
For CCOC(=O)CCN=Cc1c(O)n(-c2ccc(Br)cc2)c(=O)[nH]c1=O the results were MCL1-BIM inh 0, Bcl-xL primary -1, GLD-1 RNA inh 6, PME-1 inh 2, GRK2 aptamer HTS 0, Efflux pump inh -0.1, VLA-4 inh 6, MEX-5 binding -1.1 and Fam108B inh -5.
`c1ccc2c(c1)-c1cccc3cccc-2c13` gave MCL1-BIM inh 6, Bcl-xL primary 4, GLD-1 RNA inh 11, PME-1 inh -2, GRK2 aptamer HTS 0, Efflux pump inh 0.2, VLA-4 inh 1 and Fam108B inh -3.
For CCCCCn1c(=O)c(C(=O)Nc2cc(C)ccn2)c(O)c2ccccc21 the results were MCL1-BIM inh 0, Bcl-xL primary 2, GLD-1 RNA inh 3, PME-1 inh 0, GRK2 aptamer HTS 0, Efflux pump inh -0.1, VLA-4 inh -9, MEX-5 binding -0.3 and Fam108B inh 3.
Screening CN1CCN(c2c(C#N)c(C(F)(F)F)nn2C)CC1 returned MCL1-BIM inh 10, Bcl-xL primary 2, GLD-1 RNA inh -6, PME-1 inh 2, GRK2 aptamer HTS 0, Efflux pump inh 0.0, VLA-4 inh 1, MEX-5 binding 2.3 and Fam108B inh 1.
`COc1cc(C2c3cc4c(cc3CC3COC(=O)C32)OCO4)cc(OC)c1OC` (centres undefined) gave GLD-1 RNA inh -3, GRK2 aptamer HTS 5, Efflux pump inh 0.1 and VLA-4 inh 0.
Screening O[C@H]1C2CCC1C(N1CCCCC1)CC2 (some centres undefined) returned MCL1-BIM inh -14, Bcl-xL primary -7, GLD-1 RNA inh -6, PME-1 inh -1, GRK2 aptamer HTS 2, Efflux pump inh -0.1, VLA-4 inh 6, MEX-5 binding -1.9 and Fam108B inh 1.
For O=C(COc1ccc2c3c(c(=O)oc2c1)CCC3)N1C[C@H]2C[C@@H](C1)c1cccc(=O)n1C2 the results were MCL1-BIM inh 1, Bcl-xL primary 3, GLD-1 RNA inh 8, PME-1 inh 5, GRK2 aptamer HTS 0, Efflux pump inh 0.3, VLA-4 inh -15, MEX-5 binding 0.8 and Fam108B inh 1.
CCN1CCN(Cc2cc(Br)cc(OC)c2O)CC1 was read as MCL1-BIM inh -3, Bcl-xL primary -7, GLD-1 RNA inh 7, PME-1 inh -3, GRK2 aptamer HTS 0, Efflux pump inh -0.1, VLA-4 inh -14, MEX-5 binding -0.3 and Fam108B inh 0.
`COC(=O)C1=C(c2ccc(OC)c(OC)c2)C[C@@H]2CC[C@H]1N2C(=O)N1CCc2cc(OC)c(OC)cc2C1` gave MCL1-BIM inh -3, Bcl-xL primary 6, GLD-1 RNA inh 2, PME-1 inh -1, GRK2 aptamer HTS 2, Efflux pump inh 0.0 and VLA-4 inh 0.
Nc1ccc(Br)cc1C(=O)c1ccccc1 was read as MCL1-BIM inh 5, Bcl-xL primary 1, GLD-1 RNA inh 6, PME-1 inh 11, GRK2 aptamer HTS 1, Efflux pump inh 0.1, VLA-4 inh 4, MEX-5 binding -0.3 and Fam108B inh -2.
Screening c1ccc(CN2CCc3nc4ccccc4cc3C2)cc1 returned MCL1-BIM inh 29, Bcl-xL primary 21, GLD-1 RNA inh 18, PME-1 inh -1, GRK2 aptamer HTS 0, Efflux pump inh -0.2, VLA-4 inh 2, MEX-5 binding -3.2 and Fam108B inh -4.
For O=C(N/N=C/c1c(O)n(C2CCCCC2)c(=S)[nH]c1=O)c1ccccc1O the results were MCL1-BIM inh 7, Bcl-xL primary 3, GLD-1 RNA inh 2, PME-1 inh -4, GRK2 aptamer HTS 0, Efflux pump inh 0.0, VLA-4 inh 21, MEX-5 binding -15 and Fam108B inh 6.
CCCN1CCC2(CC1)NC(CO)(CO)CO2 was read as MCL1-BIM inh 9, Bcl-xL primary 11, GLD-1 RNA inh 0, PME-1 inh -8, GRK2 aptamer HTS 0, Efflux pump inh -0.1, VLA-4 inh 11, MEX-5 binding -1.3 and Fam108B inh 0.
`COC(=O)C1=C(c2ccc(F)cc2OCc2ccccc2)C[C@@H]2CC[C@H]1N2C(=O)NCCN1CCOCC1` gave MCL1-BIM inh 7, Bcl-xL primary 3, GLD-1 RNA inh -4, PME-1 inh 2, GRK2 aptamer HTS 0, Efflux pump inh 0.1 and VLA-4 inh 11.
Screening C=C(C)CSc1nnc([C@@H](N)Cc2ccccc2)o1 returned MCL1-BIM inh -5, Bcl-xL primary -1, GLD-1 RNA inh 2, PME-1 inh 2, GRK2 aptamer HTS 1, Efflux pump inh -0.1, VLA-4 inh 1, MEX-5 binding 3.4 and Fam108B inh 0.
O=C(C[N+]12CCC(CC1)C(C(O)(c1ccccc1)c1ccccc1)C2)c1ccc(Br)cc1 (centres undefined) was read as MCL1-BIM inh -1, Bcl-xL primary -2, GLD-1 RNA inh 7, PME-1 inh -5, GRK2 aptamer HTS 0, Efflux pump inh -0.1, VLA-4 inh 4, MEX-5 binding 2.4 and Fam108B inh -2.
Screening Cn1c(O)c(C2=NNC(c3ccc(Cl)cc3)C2)c(=O)n(C)c1=O (centres undefined) returned MCL1-BIM inh 2, Bcl-xL primary -1, GLD-1 RNA inh -1, PME-1 inh 5, GRK2 aptamer HTS 0, Efflux pump inh 0.0, VLA-4 inh -4, MEX-5 binding 3.3 and Fam108B inh -2.
Screening COC(=O)C1=C(c2cccc(OCc3ccccc3)c2)C[C@@H]2CC[C@H]1N2C(=O)NCc1ccc2[nH]ccc2c1 returned MCL1-BIM inh -6, Bcl-xL primary 1, GLD-1 RNA inh 0, PME-1 inh -3, GRK2 aptamer HTS 0, Efflux pump inh 0.1 and VLA-4 inh 20.
Screening CCCCCCOc1ccc(CN2CCN(C)CC2)cc1 returned MCL1-BIM inh -1, Bcl-xL primary 3, GLD-1 RNA inh 5, PME-1 inh -6, GRK2 aptamer HTS 0, Efflux pump inh 0.1, VLA-4 inh -1, MEX-5 binding -0.7 and Fam108B inh 1.
Screening CCOc1ccc(-n2c(-c3cccs3)nc3ccccc3c2=O)cc1 returned MCL1-BIM inh 1, Bcl-xL primary 2, GLD-1 RNA inh -1, PME-1 inh 0, GRK2 aptamer HTS 2, Efflux pump inh 0.6, VLA-4 inh 3, MEX-5 binding 1.3 and Fam108B inh -3.
Screening CC(C)(Cl)[N+](=O)[O-] returned MCL1-BIM inh -2, Bcl-xL primary 3, GLD-1 RNA inh 4, PME-1 inh -5, GRK2 aptamer HTS 1, Efflux pump inh 0.0 and VLA-4 inh 13.
Screening COC(=O)C1=C(c2ccc(F)cc2F)C[C@@H]2CC[C@H]1N2C(=O)N1CCCC1 returned MCL1-BIM inh -3, Bcl-xL primary -6, GLD-1 RNA inh -2, PME-1 inh 7, GRK2 aptamer HTS 0, Efflux pump inh -0.1 and VLA-4 inh 32.
Screening CCCCCCCCN=Cc1c(O)[nH]c(=O)[nH]c1=O returned MCL1-BIM inh 0, Bcl-xL primary 6, GLD-1 RNA inh 4, PME-1 inh 3, GRK2 aptamer HTS 0, Efflux pump inh 0.1, VLA-4 inh 2, MEX-5 binding 0.0 and Fam108B inh 0.
Screening CC1CC(C)CN(C(=O)COC(=O)c2cn(C)c3ccccc23)C1 (centres undefined) returned MCL1-BIM inh 3, Bcl-xL primary 2, GLD-1 RNA inh 9, PME-1 inh 2, GRK2 aptamer HTS 4, Efflux pump inh 0.0 and VLA-4 inh 3.
